Assay outcomes from PubChem BioAssay.
Giardia kill – Small Molecules that selectively kill Giardia lamblia: qHTS; Giardia lamblia trophozoite viability; activity change, % at 7.66 µM, hits read low; hit rate 0.15% among 340,000; AID 540267, 2011; in the data active means activity change below about -80%; inconclusive means between about -30% and that limit;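 further: parasites exposed to compound for two days anaerobically before the ATP read; on the % scale 0 is the no-effect control and ±100 the full control effect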
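Anaerobic 48 hrs incubation at 37 deg C of 100 trophozoites/well with test compounds; ATPLite 1-Step luminescence, 15-30 min RT, reports cellular ATP as viability.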
Chronic BCR inh – qHTS Assay to Find Inhibitors of Chronic Active B-Cell Receptor Signaling; AID 493014, 2011; Potency, µM (doses to about 46.1 µM), for the others: top-dose ratio change, negative = lower green/red ratio, actives largely listed as inhibitors; ABC-DLBCL IkBa-CBG/CBR reporter, luminescence ratio, 4 h; hit rate 0.05% among 340,000; active means well fitted inhibition curve with a large enough effect in the signal ratio, with a control signal flat, not every such curve was filed as active; inconclusive means small, poorly fitted or top-dose-only effect, or effect the other way, or a change in a side signal; the % refers to the signal ratio;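 further: potency means the concentration at half of the fitted maximal effect; plate controls were basal doxycycline-induced cells for no effect and cells given 10 µM MG132 for full effect; MG132 reads +100%, hits lower the ratio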
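Doxycycline induced both beetle luciferases in TMD8 lymphoma cells; IKK-driven degradation limits the IkappaBalpha-fused green signal, while red luminescence normalises for cell number and nonspecific effects. Compounds tested up to 46 uM, 4 hrs.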
A-T KAP1 phos – qHTS Assay for Identifying a Potential Treatment of Ataxia-Telangiectasia; […] A-T fibroblasts, KAP-1 phosphorylation AlphaLISA; neocarzinostatin DNA damage 30 min before lysis; Potency, µM (series often up to 57.5 µM), inactives show at the top dose activation, hits mostly activators; hit rate 0.19% among 320,000; further: potency means the concentration at half of the fitted maximal effect; % of control where 0% means no effect; nearly all actives have a fitted effect of over 45% in size
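ATM-like activity read as KAP-1 phosphorylation via AlphaLISA donor/acceptor antibody pairs after lysis and 6 hr at 25C. Cells were ATM-null patient fibroblasts ([…], hTERT), dosed 60 min, then exposed to the DSB inducer NCS for 30 min.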
GALK inhibitor – qHTS Assay for Inhibitors of Human Galactokinase (GALK). P51570. Potency, µM (highest dose often 57.5 µM), for the others: top-dose activity change, negative = inhibition, actives largely listed as inhibitors. Purified GALK, Kinase-Glo residual ATP luminescence. hit rate 0.007% among 270,000; further: potency means the concentration at half of the fitted maximal effect; on the % scale 0 is the no-effect control and ±100 the full control effect
Target sequence (P51570 whole entry, looked up): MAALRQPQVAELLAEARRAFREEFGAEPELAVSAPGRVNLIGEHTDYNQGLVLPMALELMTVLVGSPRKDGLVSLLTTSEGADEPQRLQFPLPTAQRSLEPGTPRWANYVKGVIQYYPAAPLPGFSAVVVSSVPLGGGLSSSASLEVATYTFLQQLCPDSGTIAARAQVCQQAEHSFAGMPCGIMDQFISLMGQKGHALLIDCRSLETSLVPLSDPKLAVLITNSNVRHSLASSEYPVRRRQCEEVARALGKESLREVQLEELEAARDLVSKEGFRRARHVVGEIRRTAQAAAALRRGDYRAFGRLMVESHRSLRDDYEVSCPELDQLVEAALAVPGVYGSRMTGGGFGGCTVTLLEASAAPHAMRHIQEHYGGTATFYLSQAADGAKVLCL
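Luminescence from leftover ATP (Ultra-Glo luciferase/luciferin) served as read-out after a 1 h room-temperature reaction of 5 nM GALK with 35 uM ATP and 100 uM galactose.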
hERG WT inh – qHTS for Inhibitors of KCHN2 3.1: Wildtype qHTS | U2OS, BacMam KCNH2, thallium flux FluxOr; hits give low values | activity change, % at 1.84 µM | hit rate 0.37% among 340,000 | AID 720551, 2013;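 active means maximum activity change below -70%; inconclusive means maximum activity change between -70% and -50%; inactive means maximum activity change above -50%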; further: on the % scale 0 is the no-effect control and ±100 the full control effect
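U2OS cells were transduced with wild-type KCNH2 virus (2.03 x 10^8 / mL) for 4 h at room temperature, then cultured overnight at 37 C. Thallium flux was read with FluxOr dye. Rate constants were normalized to DMSO controls.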
CXXC DNA block – qHTS Fluorescence Polarization Assay for Inhibitors of MLL CXXC domain - DNA interaction; Potency, µM (highest dose often 115 µM), for the others: top-dose activity change, negative = inhibition, most hits filed as inhibitors; MLL-CXXC / FITC-HOXA9 DNA fluorescence polarization; AID 2662, 2010; hit rate 0.037% among 290,000; active means well fitted inhibition curve with a large enough effect in the polarisation, with a control signal flat, not every such curve was filed as active; inconclusive means small, poorly fitted or top-dose-only effect, or effect the other way, or a change in a side signal; inactive means no such curve, though single readings can be large or run the other way; the % refers to the polarisation; further: potency means the concentration at half of the fitted maximal effect
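Purified MLL-CXXC (added from a 7 uM solution) was preincubated 5 min at ambient with pinned compounds in 50 mM Tris-HCl pH 7.5, 50 mM NaCl, 1 mM DTT, 0.05% BSA. Fluorescein-labeled HOX-A9 DNA (50 nM solution) followed, 30 min, then polarization read.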
FBPA coupling cs – qHTS Assay for Inhibitors of Fructose-1,6-bisphosphate Aldolase from Giardia Lamblia: Coupling assay counterscreen. hit rate 0.67% among 290,000. activity change, negative = inhibition, % at 58.2 µM, hits read low. coupling enzyme system counterscreen, AmpLite Red fluorescence. AID 2472, 2010; in the data active means activity change below about -30%; further: on the % scale 0 is the no-effect control and ±100 the full control effect
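Coupling enzymes only (glyceraldehyde-3-phosphate) + compound, at 57.5 uM final, 10 min RT; add substrate/coupling/AmpLite Red mix, 20 min RT; fluorescence ex 525/em 598 nm. Actives flag coupling-system interference.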
Tb PFK block – qHTS Assay to Find Inhibitors of T. brucei phosphofructokinase; ATP-dependent 6-phosphofructokinase (Trypanosoma brucei brucei), O15648; hit rate 0.17% among 330,000; AID 485367, 2010; T. brucei PFK, ADP-Glo luminescence; Potency, µM (series often up to 57.5 µM), for inactives: top-dose activity, negative = inhibition, usual class: inhibitors;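 further: potency means the concentration at half of the fitted maximal effect; 0% = uninhibited 1x PFK enzyme wells and -100% = no-enzyme wells; nearly all actives have a fitted effect of over 60% in size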
Target sequence (O15648 whole entry, looked up): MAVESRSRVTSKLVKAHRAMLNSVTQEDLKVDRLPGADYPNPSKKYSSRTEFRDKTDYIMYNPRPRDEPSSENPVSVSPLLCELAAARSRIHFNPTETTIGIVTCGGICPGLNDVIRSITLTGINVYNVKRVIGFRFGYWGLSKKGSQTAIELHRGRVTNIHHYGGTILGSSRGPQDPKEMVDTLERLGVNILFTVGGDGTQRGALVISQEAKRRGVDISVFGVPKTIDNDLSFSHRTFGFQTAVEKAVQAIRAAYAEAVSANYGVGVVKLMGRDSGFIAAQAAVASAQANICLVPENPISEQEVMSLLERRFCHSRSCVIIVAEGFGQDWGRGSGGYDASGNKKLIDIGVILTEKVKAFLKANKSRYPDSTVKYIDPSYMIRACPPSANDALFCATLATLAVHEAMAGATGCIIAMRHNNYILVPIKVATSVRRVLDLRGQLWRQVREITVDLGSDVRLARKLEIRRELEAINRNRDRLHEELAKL
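Compounds were pin-transferred as a titration series up to 57 uM into substrate buffer (0.5 mM F6P, 0.1 mM ATP, pH 8.0), then 1.25 nM PFK was added and reactions ran 45 min before ADP-Glo detection.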
TCR act – Activators of T cell receptors: qHTS campaign; Potency, µM (doses to about 9.22 µM), for inactives: at the highest dose activation of IL-2 secretion, most hits filed as activators; 330,000 tested, under 10 active; AID 504894, 2011; primary human leukocytes, anti-CD3, IL-2 HTRF, 48 h; further: % of control where 0% means no effect
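Using a-CD3 beads without co-stimulation, primary human leukocytes were exposed to compounds for 48 hr. An HTRF IL-2 kit measured the cytokine, with europium-to-d2 energy transfer producing emission at 665nm upon 320nm excitation.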
TSHR antag – Antagonists of the Thyroid Stimulating Hormone Receptor: HTS campaign. Thyrotropin receptor (Homo sapiens), P16473. TSHR-expressing cells, TSH-stimulated cAMP HTRF, 2 h; hits give low values. activity change, negative = inhibition, % at 11.5 µM. hit rate 0.2% among 330,000;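 active means activity change below a set negative limit, meaning inhibition stronger than a set level, cut at about -70% in these data; inconclusive means activity change between two set negative limits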; further: on the % scale 0 is the no-effect control and ±100 the full control effect
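Inhibition of cAMP made by TSHR-expressing cells under TSH stimulation (4nM final, EC80; 2 h, 37 deg C) is quantified with a one-step lysis HTRF kit, anti-cAMP cryptate versus cAMP-d2.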
An asterisk follows results filed as active; ? = inconclusive; . = not tested or not shown; [ ] = another dose, or the depositor's remark. Unless noted, the call rests on the fitted dose curve; in most records, active means well fitted curve in the direction sought with a large enough effect; inconclusive means small, poorly fitted or top-dose-only effect, or another doubt; inactive means no such curve, though single readings can be large; an effect the other way counts as inactive or inconclusive. Outcome played no part in choosing rows; overall some 1.6% were active at least once.

SMILES | Giardia kill | Chronic BCR inh | A-T KAP1 phos | GALK inhibitor | hERG WT inh | CXXC DNA block | FBPA coupling cs | Tb PFK block | TCR act | TSHR antag
CC(=O)Nc1ccc(OCCOc2ccc(/C=C3/C(=N)N4C=CSC4=NC3=O)cc2)cc1 | -13 | 5% | -6% | 0% | 11 | 3% | 1 | 0% | 0% | 19
CCOC(=O)C(C)Oc1cccc2c(=O)n(CC(=O)NCCc3ccccc3)ccc12 (stereo not given) | -20 | 3% | 17% | 0% | 6 | 6% | 2 | -7% | 14% | -5
CCN(C[C@H]1N[C@@](C)(C(=O)OC)[C@H]2C(=O)N(Cc3ccccc3)C(=O)[C@@H]12)S(=O)(=O)c1ccc(F)cc1 | -14 | -3% | -18% | . | -2 | . | . | -1% | -4% | 15
CCC(C)c1ccc(-c2cc(C(=O)OCC(=O)Nc3cc(C)on3)c3ccccc3n2)cc1 (stereo not given) | -25 | ? | 6% | 2% | 1 | 0% | 0 | -3% | 0% | -13
CC(=O)c1cnc(-c2ccccn2)s1 | 3 | ? | 0% | 1% | -18 | 18% | -3 | -6% | 0% | 1
COc1ccccc1N(CC(=O)Nc1cc(C)on1)S(=O)(=O)c1ccc(Cl)cc1 | -9 | ? | 2% | -2% | -8 | -8% | 0 | 0% | 3% | 29
O=[N+]([O-])c1ccc(CN2CCSCC2)cc1 | 4 | 4% | 3% | 13% | 3 | 11% | 1 | -5% | -12% | 1
COc1cccc(-n2c(SCC(=O)NCC3CCCO3)nc3c(c2=O)SCC3)c1 (stereo not given) | 15 | 1% | 4% | -4% | -18 | 3% | . | 6% | -4% | -9
O=C(CCc1ccccc1)NNc1ccc(F)cc1 | 20 | ? | -1% | . | 13 | -2% | 0 | -10% | -4% | 1
COc1ccc2c(CC(=O)N3CCc4ccccc43)coc2c1 | -10 | ? | 7% | -2% | -7 | 0% | -1 | -3% | 7% | -2
Cc1ccccc1NC(=O)CSc1ccc2nnc(-c3ccccn3)n2n1 | -23 | -2% | 12% | 7% | 11 | 6% | . | 5% | 3% | 5
O=C(O)c1ccc(Oc2cc(Oc3ccc(C(=O)O)cc3)cc([N+](=O)[O-])c2)cc1 | 8 | ? | 10% | 2% | 6 | -19% | 17 | 4% | -6% | 9
CC(=O)NC(c1cccs1)c1cc(Br)c2cccnc2c1O (stereo not given) | . | -5% | 10% | . | . | . | . | 1% | . | -10
Cc1nnc(N2CCOCC2)c2nn(-c3ccccc3)c(C)c12 | -2 | -4% | 0% | . | 17 | 1% | -1 | 3% | 3%[46.1 µM] | 3
COc1ccc(-c2nnc3sc(-c4ccccn4)nn23)cc1 | . | 3% | 9% | 0% | . | -9% | 1 | -3% | . | -10
Cc1cc(C)n2nc(SCC(=O)N3CCC(C(=O)O)CC3)nc2n1 | 1 | 0% | 10% | . | -13 | . | . | 0% | 3% | 19
NC(=O)c1cccnc1Oc1ccc(Cl)cc1Cl | -5 | -5% | -7% | 0% | -5 | 3% | -2 | 2% | 2% | -1
COc1cc(-c2nnc(SCC#CCO)o2)cc(OC)c1OC | 4 | -1% | 2% | 2% | 5 | 3% | 2 | -1% | 6% | -3
CCCOC(=O)c1ccc(Oc2c(-c3ccc(O)cc3O)n[nH]c2C)cc1 | 11 | -5% | -6% | 0% | -3 | -28% | 3 | -2% | 5% | 2
O=C(COC(=O)c1ccc2c(c1[N+](=O)[O-])C(=O)c1ccccc1C2=O)NC1CC1 | 24 | ? | 4% | 2% | -3 | -22% | -33* | -1% | -10% | -19
Cc1ccc2oc(=O)n(CC(=O)OCCC(C)C)c2c1 | -8 | 1% | -14% | 1% | 8 | -7% | -1 | 1% | 4% | -7
COc1ccccc1N1CCN(C(=O)c2cc(C(C)(C)C)oc2C)CC1 | 4 | 1% | 11% | -1% | 6 | 44%[activator] | -7 | 1% | 3% | -27
CN1Cc2c(N3CCOCC3)nc3sc(C#N)c(N)c3c2CC1(C)C | 9 | ? | 7% | 0% | 5 | 0% | -3 | -1% | 2% | 4
CN(C)/C=N/c1c(C#N)nnn1Cc1ccccc1 | 0 | 2% | 10% | 0% | 2 | 1% | 6 | 0% | -3% | -35
CC(C)(C)OC(=O)N[C@H](C(=O)OC(C)(C)C)c1ccc2ccccc2c1 | 43[activator] | -1% | -14% | . | -1 | . | . | -2% | 7% | -1

Other compounds follow:
SMILES | Giardia kill | Chronic BCR inh | A-T KAP1 phos | GALK inhibitor | hERG WT inh | CXXC DNA block | FBPA coupling cs | Tb PFK block | TCR act | TSHR antag
O=C(COC(=O)C1CC1)Nc1ccc(S(=O)(=O)N2CCOCC2)cc1 | 0 | 3% | 11% | . | -5 | . | . | -2% | 6%[46.1 µM] | -5
CCN(CC(=O)NCc1ccc(F)cc1)CC(=O)Nc1ccccc1-c1ccccc1 | -5 | -1% | 9% | 0% | -12 | -5% | -3 | -9% | 10% | -9
COC(=O)C1CCN(c2cnccn2)CC1 | 12 | -14% | 0% | -4% | 10 | 0% | 2 | 0% | -8% | 1
Cc1cccc2c1OCC/C2=N\NC(=O)COc1ccccc1Cl | -6 | ? | 8% | -1% | -9 | 4% | -4 | -8% | -2% | 21
CNC(=O)COC(=O)/C=C/c1ccco1 | ? | 0% | -2% | 9% | 22 | 4% | 0 | 3% | -6% | -1
CCc1nc(SCC(=O)NCCc2ccccc2)c2c(=O)n(C)c(=O)n(C)c2n1 | -2 | 1% | ? | -1% | -7 | -1% | 2 | 0% | 12% | -4
CC1(c2ccc3c(c2)OCCCO3)NC(=O)N(CC(=O)NCCc2ccccc2)C1=O (stereo not given) | 3 | 2% | 1% | . | 7 | . | . | -1% | -2% | 2
O=C(C/C=N/OCc1ccccc1F)c1cnc(-c2ccc(Cl)cc2)s1 | 1 | 1% | 4% | 1% | -3 | -3% | 1 | -2% | -4% | 4
COc1cc(C(=O)OCCCN2CCOCC2)ccc1O | 9 | 8% | 6% | 9% | -3 | -7% | 3 | 4% | 7% | 4
COC(=O)c1ccc(CSc2nnc3nc(C)cc(C)n23)cc1 | -15 | 2% | 8% | -1% | 12 | -3% | -7 | 2% | 0% | -9
CCOc1ccc(S(=O)(=O)N(C)CC(=O)N2CCN(CC)CC2)cc1 | -19 | 1% | -3% | 7% | 8 | 2% | 0 | 0% | -4% | -7
CCOc1ccc(-c2nc(C#N)c(N3CCCCCC3)o2)cc1 | -5 | 6% | -2% | -2% | -12 | -6% | 1 | 0% | 3% | -10
COc1ccc(Cl)cc1C(=O)Nc1cccnc1Cl | -5 | -5% | 10% | . | 2 | -1% | -3 | 1% | 2% | -1
CC(C)NC(=O)c1ccc(Sc2ccccc2)c([N+](=O)[O-])c1 | -4 | ? | 2% | 1% | 7 | 8% | -3 | ? | -28% | -8
CCOc1ccc(S(=O)(=O)N2CCN(S(=O)(=O)c3ccc(C)c(C)c3)CC2)cc1 | -10 | 0% | 2% | 0% | 1 | -3% | -1 | -5% | 4% | 1
CC(C)(C)OC(=O)N1CCC(NC(=O)c2nc[nH]c2C(=O)N2CCN(c3ccccc3)CC2)CC1 | -10 | 1% | -8% | . | -3 | . | . | -1% | -5% | 1
COC(=O)c1ccc(NC(=S)N(Cc2cccnc2)Cc2ccco2)cc1 | 5 | 1% | -3% | 0% | -17 | 11% | 4 | -5% | -2% | 5
CCOC(=O)c1cnc2ccccc2c1NCc1ccco1 | 5 | 5% | 2% | -3% | 5 | -3% | 0 | 1% | 4% | -26
COC(=O)/C(=C/Nc1cccc2ccccc12)[N+](=O)[O-] | 7 | -28% | . | 3% | -10 | -5% | 2 | 6% | -4% | -5
CC(C)C(=O)N1CCN(c2ccc(NC(=O)c3cccs3)cc2Cl)CC1 | -8 | ? | -2% | -4% | -1 | 3% | -6 | -3% | 8% | -10
COc1ccc(OCCCn2c(=O)oc3ccccc32)cc1 | 4 | -1% | 2% | 1% | 5 | 6% | 1 | 3% | 3%[46.1 µM] | 0
O=C(CSc1nc(C(F)(F)F)cc(=O)[nH]1)NCC1CCCO1 (stereo not given) | 9 | 0% | 8% | . | 6 | . | . | 4% | -4% | 5
CC(=O)c1cccc(CN2CCN(C3CCCC3)C(CCO)C2)c1 (stereo not given) | -13 | -1% | 5% | 0% | -2 | 4% | -1 | 0% | -5% | 3
